# Screens: PubChem BioAssay, The Scripps Research Institute Molecular Screening Center
# proCasp3 act: activators of human procaspase-3 D3A mutant, primary screen, biochemical, absorbance, PC-3 D3A mutant, single concentration; Caspase-3 (Homo sapiens), P42574; recombinant procaspase-3 D3A, Ac-DEVD-pNA absorbance 405 nm; activation, % at 8.5 µM; hit rate 0.11% among 330,000; AID 463141, 2010;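 active means activation above the mean of all tested compounds plus 3 SD, cut at about 21% in these data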;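 further: 0% = DMSO alone and 100% = DMSO wells spiked with extra 5 µM PC-3 D3A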
# Target sequence (P42574 whole entry D9A/D28A/D175A): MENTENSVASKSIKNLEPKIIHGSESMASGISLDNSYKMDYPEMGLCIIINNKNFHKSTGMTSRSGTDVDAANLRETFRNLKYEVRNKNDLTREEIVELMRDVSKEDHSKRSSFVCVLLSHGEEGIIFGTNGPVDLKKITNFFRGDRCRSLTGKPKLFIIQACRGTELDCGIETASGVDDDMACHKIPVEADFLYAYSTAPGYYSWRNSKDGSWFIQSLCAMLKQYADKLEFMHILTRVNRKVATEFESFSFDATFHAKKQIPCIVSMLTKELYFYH
#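 Assay system – Procaspase-3 D3A mutant, all three cleavage aspartates alanine · Controls – DMSO-only low control, 5 µM PC-3 D3A high control · Schedule – 1 h compound preincubation, 2 h substrate hydrolysis at 25 °C · Signal – 405 nm absorbance of p-nitroaniline, reads at 0 and 120 min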
# Fh CTSL1 inh: Fasciola hepatica cathepsin L1 inhibitors, primary screen, counter-screen for PFM18AAP inhibitor project, biochemical, QFRET, fluorogenic peptide substrate; recombinant F. hepatica cathepsin L1, Z-Leu-Arg-MCA fluorescence; inhibition, % at 5.96 µM; hit rate 0.49% among 300,000; AID 1906, 2009;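 active means inhibition above the mean of all tested compounds plus 3 SD, set per screening campaign, cut at about 17% in these data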;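 further: 0% = plate median of test compound wells and 100% = 1 µM Z-Phe-Ala-diazomethylketone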
# HCV core dimer: inhibitors of HCV core protein dimerization, primary screen, biochemical, TR-FRET, high-throughput; TR-FRET GST/Flag-core106 dimerization, 1536-well; inhibition, % at 5 µM; hit rate 0.33% among 300,000; AID 1899, 2009;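 active means inhibition above the mean of all tested compounds plus 3 SD, set per screening campaign, cut at about 45% in these data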
#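 Assay system: GST-tagged and Flag-tagged HCV core protein residues 1-106 / Times: compound-protein-antibody incubation 4 h at 22.5 °C / Signal: time-resolved FRET, ex 340 nm, em 617 and 671 nm / Evaluation: % inhibition based on acceptor/donor emission ratio / Benchmarks: wells lacking GST-core106 and wells with excess unlabelled core106 / Repeats: singlicate, one well per compound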
# procasp7 counter: procaspase-7 activators, primary screen, counter-screen for procaspase-3 activator project, biochemical, absorbance, HTS, human; activation, % at 8.5 µM; recombinant procaspase-7, Ac-DEVD-pNA absorbance 405 nm; D23A/D198A/D206A triple mutant, cannot self-cleave; scale: DMSO 0, 5 µM enzyme 100; hit rate 0.093% among 330,000; Caspase-7 (Homo sapiens), P55210;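 active means percent activation above the screen-wide mean plus 3 SD, cut at about 25% in these data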
# Target sequence (P55210 whole entry D23A/D198A/D206A): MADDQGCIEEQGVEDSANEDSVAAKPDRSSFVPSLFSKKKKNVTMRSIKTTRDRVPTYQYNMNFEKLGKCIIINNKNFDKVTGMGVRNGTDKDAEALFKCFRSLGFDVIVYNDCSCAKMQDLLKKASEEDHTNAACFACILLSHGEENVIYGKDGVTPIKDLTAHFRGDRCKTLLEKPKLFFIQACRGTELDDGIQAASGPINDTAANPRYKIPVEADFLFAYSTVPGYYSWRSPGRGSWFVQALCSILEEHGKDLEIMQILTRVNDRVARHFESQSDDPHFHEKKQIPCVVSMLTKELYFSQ
#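 Replicates: singlicate. Assay system: Procaspase-7 triple mutant (PC-7 D3A). Signal: 405 nm absorbance of p-nitroaniline. Times: 1 h preincubation, 2 h reaction. Buffer or medium: Zinc-free HEPES pH 7.4 with 300 mM NaCl, 0.01% Triton X-100. Also added: DEVD-pNA substrate. Benchmarks: DMSO wells as 0%, DMSO with 5 µM added PC-7 as 100%.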
# PP1 inh: PP1-alpha phosphatase inhibitors, primary screen, counter-screen for PP5 inhibitor project, biochemical, fluorescence, OMFP substrate, single point; inhibition, % at 6.7 µM; Serine/threonine-protein phosphatase PP1-alpha catalytic subunit (Homo sapiens), P62136; hit rate 0.9% among 320,000; purified PP1alpha;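 active means inhibition above the mean inhibition of all tested compounds plus 3 SD, computed separately for each screening campaign, cut at about 15% in these data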
# Target sequence (P62136 whole entry, looked up): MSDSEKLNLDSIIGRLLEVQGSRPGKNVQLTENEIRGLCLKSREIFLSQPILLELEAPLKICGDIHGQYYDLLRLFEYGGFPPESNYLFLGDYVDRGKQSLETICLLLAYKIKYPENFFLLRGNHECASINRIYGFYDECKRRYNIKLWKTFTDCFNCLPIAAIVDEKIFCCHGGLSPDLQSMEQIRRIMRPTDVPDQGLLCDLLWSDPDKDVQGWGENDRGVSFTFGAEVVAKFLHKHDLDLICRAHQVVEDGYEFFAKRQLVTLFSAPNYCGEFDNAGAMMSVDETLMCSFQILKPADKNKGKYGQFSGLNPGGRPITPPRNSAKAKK
# PP5 primary: PP5 phosphatase inhibitors, primary screen, biochemical, fluorescence. Serine/threonine-protein phosphatase 5 (Homo sapiens), P53041. purified PP5c, OMFP substrate fluorescence. inhibition, % at 6.7 µM. hit rate 0.18% among 320,000. AID 1987, 2009;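 active means inhibition above the campaign's mean inhibition across all tested compounds plus 3 SD, cut at about 9.5% in these data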;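 further: 0% = DMSO only and 100% = 100 µM cantharidin control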
# TPT1 inhibitor: Candida albicans TPT1 enzyme inhibitors, primary screen, biochemical, fluorescence polarization | recombinant caTPT1, FP RNA substrate dephosphorylation | inhibition, % at 5 µM | tRNA 2'-phosphotransferase TPT1 (Candida albicans SC5314) | hit rate 0.81% among 300,000;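 active means inhibition above the mean of all tested compounds plus 3 SD, set per screening campaign, cut at about 24% in these data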;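 further: plate controls were DMSO alone for no effect and ferristatin control at 100 nM for full effect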
# PAFAH2 FP inh: PAFAH2 enzyme inhibitors, primary screen, biochemical, fluorescence polarization, human. Platelet-activating factor acetylhydrolase 2, cytoplasmic (Homo sapiens), Q99487. recombinant PAFAH2, FP-rhodamine activity probe. inhibition, % at 3.39 µM. hit rate 0.99% among 340,000. AID 492956, 2010;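 active means inhibition above the mean over all tested compounds plus 3 SD, cut at about 30% in these data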;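 further: inhibitors block probe labeling of enzyme so polarization drops; 0% = enzyme with DMSO and 100% = wells lacking PAFAH2 protein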
# AHR activator: AHR activators, primary screen, cell-based, luminescence, luciferase reporter, human. activation, % at 5 µM. Aryl hydrocarbon receptor (Homo sapiens), P35869. hit rate 2.5% among 320,000. AHR-responsive luciferase reporter cells; in the data active means activation above about 47%;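 further: 0% = vehicle wells and 100% = reference agonist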
# * = called active by the depositor; / = not tested or not shown.
# Every second line gives: proCasp3 act, Fh CTSL1 inh, HCV core dimer, procasp7 counter, PP1 inh, PP5 primary, TPT1 inhibitor, PAFAH2 FP inh, AHR activator
- CCc1cccc(N(C(=O)c2csnn2)C(C(=O)NC2CCCCC2)c2cccnc2)c1 (configuration not stated)
  -2, -2, -8, -6, -1, 0.4, -1, 0, 0
- CC1(C)NC(=O)N(CC(O)CN(Cc2ccccc2)Cc2ccccc2)C1=O (configuration not stated)
  -6, -2, 3, 6, -2, -0.8, -3, 5, -1
- CC(CN1CCCCC1)OC(=O)CCc1ccccc1 (configuration not stated)
  -2, 0, -4, -1, -1, 1.0, 2, -5, 0
- O=C(OCC(=O)N1CCN(C(=O)c2ccco2)CC1)c1sc2cc(F)ccc2c1Cl
  -1, -4, 10, 2, -3, 3.0, -54, -1, -1
- O=[N+]([O-])c1ccc(Nc2nc(N/N=C/c3cccc(F)c3)nc(N3CCCC3)n2)cc1
  7, -1, 29, 9, 8, 1.0, 0, -6, 145*
- O=C(CN1C(=O)/C(=C/c2ccccc2F)Sc2ccccc21)NCCCN1CCOCC1
  7, 4, -6, 4, -1, 0.4, 1, 1, 4
- O=C(c1ccncc1)c1nccn1-c1ccccn1
  2, 1, -9, 8, -6, 0.8, 2, 1, 3
- COc1ccccc1C(=O)Nc1ccc(N2CCN(S(C)(=O)=O)CC2)cc1
  0, -1, -3, -11, 1, 0.1, -1, 0, -12
- NC(=O)C1CCCN(C(=O)c2ccc(S(=O)(=O)N3CCCCCC3)cc2)C1 (configuration not stated)
  -2, /, /, -1, -3, 1.2, /, -3, 0
- Cc1ccc(C(=O)N/C(=C\c2ccccc2)C(=O)NCCN2CCOCC2)cc1
  6, -2, 4, -5, -2, 1.6, 1, -6, -3
- Cc1ccc(S(=O)(=O)N2[C@@H](c3ccc(Br)cc3)C(C(=O)O)=CC[C@H]2c2ccc(Cl)c(Cl)c2)cc1
  1, /, /, 3, /, /, /, 0, 1
- COC(=O)Cc1c(O)ccn(CCc2c[nH]c3ccccc23)c1=O
  -8, 6, -3, 5, -3, -2.5, -1, 2, 14
- CC1CCN(S(=O)(=O)c2cccc(C(=O)Oc3ccc([N+](=O)[O-])cc3)c2)CC1
  8, 0, 8, 10, 4, 3.3, 0, -5, 3
- COc1ccc(S(N)(=O)=O)cc1C(=O)NCC(C)(C)N1CCCCC1
  -4, -2, -8, 6, 3, 1.7, 2, -3, 6
- Cc1ccc(C2C(C#N)=C(N)Oc3c2c(=O)n(C)c(=O)n3C)cc1 (configuration not stated)
  -10, 2, -3, 7, 2, 3.6, 2, -4, 2
- O=[N+]([O-])c1cccc(-c2nnc3ccc4ccccc4n23)c1
  13, 0, -3, 9, 0, 0.6, -2, 5, 9
- N#C/C(=C\c1c[nH]c2ccccc12)C(N)=O
  -2, 5, -1, 1, 0, 0.1, 1, 6, 19
- COc1ccc(Cc2nnc(NS(=O)(=O)c3ccc([N+](=O)[O-])cc3)s2)cc1
  -2, 5, 22, -4, 1, 0.5, 1, -3, 4
- Cc1ccc(SCC(=O)Nc2cc(S(=O)(=O)N3CCCCC3)ccc2C)cc1
  1, /, /, 7, /, /, /, 1, -1
- CCc1ccc(N(C(=O)c2snc(C(N)=O)c2N)C(C(=O)NC2CCCC2)c2ccco2)cc1 (configuration not stated)
  -3, 5, 17, 6, 3, 1.3, -2, -3, -2

# Every second line gives: proCasp3 act, Fh CTSL1 inh, HCV core dimer, procasp7 counter, PP1 inh, PP5 primary, TPT1 inhibitor, PAFAH2 FP inh, AHR activator
- CCOc1ccc(NC(=O)c2cccc3c2C(=O)N(Cc2cccnc2)C3)cc1
  0, 4, 21, 10, 4, 2.3, 6, 12, -15
- CCCC(=O)Nc1ccc(S(=O)(=O)Nc2cc(C)nc(C)n2)cc1
  8, -2, 0, 1, -1, 1.0, 2, 3, 0
- Cc1ccccc1OCC(=O)Nc1ccc([N+](=O)[O-])cc1
  -9, 1, 7, 0, -2, -0.2, 3, 5, -3
- O=C(CSc1nnc(-c2ccc(O)cc2)n1Cc1ccco1)c1cccs1
  -9, -4, 5, -17, 30*, 3.5, -1, 8, 0
- COc1ccc2c(c1OC)C(=O)N1c3ccccc3N=C(c3ccc([N+](=O)[O-])cc3)CC21 (configuration not stated)
  -11, -1, 2, 0, -1, 4.6, 4, -6, 2
- CCCCN1Cc2cc(C(=O)c3cc(F)ccc3O)cnc2NC1=O
  -8, 6, 26, 4, 0, -0.2, 0, 6, 10
- CCOc1ccc(-n2c(N)c(-c3nc4ccccc4n3C)c3nc4ccccc4nc32)cc1
  -8, 4, 3, -11, 0, 0.0, 3, 6, 38
- O=C(Nc1ccc2nccnc2c1)c1ccco1
  5, -1, 2, -3, -2, -0.1, -3, 4, 3
- Cc1cc(C(=O)OCC(=O)N2CCCCCC2)ccc1[N+](=O)[O-]
  0, /, /, 8, -4, -1.4, /, 7, 2
- O=C(NCCCn1ccnc1)c1nn2c(C(F)(F)F)cc(-c3ccccc3)nc2c1Cl
  -9, -6, -6, 3, -5, 1.4, -3, -1, 9
- CCN1CCN(C(c2cccs2)C(C)NC(=O)CC(C)C)CC1 (configuration not stated)
  -2, 0, -1, 10, -1, 3.0, -2, -1, 0
- CCCc1ccc(C(=O)CCC(=O)O)cc1
  2, -4, -1, 6, -3, -6.6, -3, 0, 0
- CCCCn1c(=O)n(CC(=O)Nc2ccc(C)c(Cl)c2)c(=O)c2c1ncn2Cc1ccco1
  -8, -5, 32, 7, 6, 2.2, 3, -9, 1
- COc1cc(OC)cc(C(=O)Nc2nnc(NC(=S)Nc3ccccc3)s2)c1
  -12, -3, 11, -6, 0, 1.0, -4, -7, 14
- COc1ccc(C2=NS(=O)(=O)N(C)C(C(=O)NC(C)c3ccccc3)=C2)cc1OC (configuration not stated)
  1, 3, 0, -3, -3, 1.2, -5, 5, -1
- Cc1cc(=O)oc(C)c1C(=O)N[C@@H]1CCCCNC1=O
  2, -3, -3, -2, -3, 3.3, -2, 0, -2
- CCOC(=O)C1CCCN(C(=O)c2cc3c(=O)n4ccccc4nc3s2)C1 (configuration not stated)
  -5, 2, 3, -3, -3, -2.3, -1, 6, 5
- Cn1c(C=O)c(C#CC(C)(C)O)c2ccccc21
  -4, /, /, 5, -4, -0.8, /, 6, 21
- CC(=O)Nc1c(F)cc(Br)cc1F
  3, 1, 0, 13, -4, 2.4, 1, 2, -3
- COc1ccc(-n2c(SC(C)C(=O)Nc3ccc(NC(C)=O)cc3)nc3ccccc3c2=O)cc1OC (configuration not stated)
  6, 3, 12, 8, -2, -0.3, -2, 0, 0

# A few values from the list.
# Value of CCCc1ccc(C(=O)CCC(=O)O)cc1 under PP1 inh: -3
# Value of O=C(CSc1nnc(-c2ccc(O)cc2)n1Cc1ccco1)c1cccs1 under TPT1 inhibitor: -1

# Further compounds:
# Every second line gives: proCasp3 act, Fh CTSL1 inh, HCV core dimer, procasp7 counter, PP1 inh, PP5 primary, TPT1 inhibitor, PAFAH2 FP inh, AHR activator
- Cc1ccc(OCC(=O)N2N=C(c3cccnc3)CC2(O)C(F)(F)F)cc1C (configuration not stated)
  5, 4, 2, 6, 2, 0.4, -6, -7, 21
- CCc1ccc(Nc2cnn(C34CC5CC(CC(CC(=O)O)(C5)C3)C4)c(=O)c2Cl)cc1
  9, -3, 3, 0, -3, -1.4, 3, 15, 0
- CC(C)(C)[C@H]1COC(=O)CC/C=C\C[C@@H](CC(=O)N(CCO)Cc2ccccc2)C(=O)N1
  4, /, /, -4, /, /, /, -2, -1
- CCN(CCO)c1nc(NCc2ccccc2)c2cnn(C)c2n1
  4, 3, 1, 6, -3, 1.3, 1, -3, 5
- O=C(O)CC/C(=N\NC(=O)c1ccc(F)cc1)c1ccc(Br)cc1
  11, 8, -10, 6, -4, 3.7, -3, 4, 9
- Cc1ccc(C)c(C(=O)CCC(=O)NNC(=O)Cn2nc(C)cc2C)c1
  0, -11, 2, 4, -6, -1.0, 2, 3, 3
- COc1ccc(S(=O)(=O)N2CCOC2CNC(=O)C(=O)NCc2ccccc2Cl)cc1 (configuration not stated)
  -3, -2, -1, 4, 0, 0.5, -2, 7, 1
- Cc1ccc(N2C(=O)C3CCC(C)(C2=O)C3(C)C)cc1 (configuration not stated)
  -2, -1, 4, 14, -2, -0.3, 1, 8, -3
- CC(C)Cn1cc(F)c(=O)n(CC(C)C)c1=O
  5, -4, -4, 11, 2, 2.2, 0, 0, 0
- Cc1ccc(C)c(CN2C(=O)C3(OCCCO3)c3ccccc32)c1
  -2, 2, -5, -8, -1, 0.3, -1, -11, 3
- O=C(CCc1nc(-c2ccc(Cl)cc2)no1)NCC1CCCO1 (configuration not stated)
  3, -3, 0, 6, -4, -1.9, 4, -1, 0
- Cc1c(Cl)cccc1NC(=S)N1CCc2ccccc2C1
  -9, -3, -1, -12, -1, 4.1, -4, 1, 19

# AHR activator: entries above that show a hit
SMILES | proCasp3 act | HCV core dimer | PP5 primary | TPT1 inhibitor | PAFAH2 FP inh | AHR activator
O=[N+]([O-])c1ccc(Nc2nc(N/N=C/c3cccc(F)c3)nc(N3CCCC3)n2)cc1 | 7 | 29 | 1.0 | 0 | -6 | 145*

# Pulled by compound from above (three):
# Every second line gives: proCasp3 act, Fh CTSL1 inh, HCV core dimer, procasp7 counter, PP1 inh, PP5 primary, TPT1 inhibitor, PAFAH2 FP inh, AHR activator
- Cc1ccc(C)c(CN2C(=O)C3(OCCCO3)c3ccccc32)c1
  -2, 2, -5, -8, -1, 0.3, -1, -11, 3
- CCc1ccc(Nc2cnn(C34CC5CC(CC(CC(=O)O)(C5)C3)C4)c(=O)c2Cl)cc1
  9, -3, 3, 0, -3, -1.4, 3, 15, 0
- O=C(CCc1nc(-c2ccc(Cl)cc2)no1)NCC1CCCO1 (configuration not stated)
  3, -3, 0, 6, -4, -1.9, 4, -1, 0

# Reformatted as tab-separated lines: entries from further up
molecule	proCasp3 act	Fh CTSL1 inh	HCV core dimer	procasp7 counter	PP1 inh	PP5 primary	TPT1 inhibitor	PAFAH2 FP inh	AHR activator
Cc1ccc(C)c(CN2C(=O)C3(OCCCO3)c3ccccc32)c1	-2	2	-5	-8	-1	0.3	-1	-11	3
CC(C)Cn1cc(F)c(=O)n(CC(C)C)c1=O	5	-4	-4	11	2	2.2	0	0	0
